# Source: PubChem (National Center for Advancing Translational Sciences (NCATS))
# S3 lipid droplet – qHTS Assay for Lipid Storage Modulators in Drosophila S3 Cells; AID 2685, 2010; Drosophila S3 cells, BODIPY lipid droplet fluorescence, 18-24 h; cells fed with added oleic acid; 320,000 tested, 0.64% active; Potency in µM for hits, for the others lipid storage change, negative = inhibition, % at the top dose, mostly 46.1 µM; active = well fitted inhibition curve with a large enough effect in the signal ratio, with a control signal flat, not every such curve was filed as active; inconclusive = small, poorly fitted or top-dose-only effect, or effect the other way, or a change in a side signal; the % refers to the signal ratio
#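 Drosophila S3 cells loaded with oleic acid (400 uM, as added) and compounds at several concentrations; lipid droplets imaged by 488-nm laser-scanning cytometry, 500–530 nm intensity and object ratio to cell channel. Percent activity normalized to 20 uM Triacsin C.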
# S3 lipid droplet cell count max – also measured in S3 lipid droplet; calls as there; cell number change, %; measured here: cell count max response;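 cells counted by Cell Tracker Red CMTPX staining in the red channel; peak over a dose series mostly up to 46.1 µM; percent activity relative to internal control wells on each plate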
# Starred values were filed as active, the others as inactive; i = inactive; ? = inconclusive; . = no result given; [ ] = another dose, or the depositor's remark. % is set by controls: 0 for no effect and ±100 for the full control effect; potency is the fitted concentration of half-maximal effect. These rows are one share of the data. The share of hits here may be higher or lower than overall.
molecule	S3 lipid droplet	S3 lipid droplet cell count max
CCOC(=O)c1nnc2c(Br)c(-c3ccccc3)nn2c1C	?	.
CCOCCSC1=C(C#N)C(c2cccs2)C(C(C)=O)=C(C)N1 (stereo unspecified)	?	.
O=C(Cc1ccc(Cl)cc1)OCC(=O)c1ccc[nH]1	?	.
COc1ccc(C(CNC(=O)c2ccc(-c3ccccc3Cl)o2)N2CCOCC2)cc1 (stereo unspecified)	?	.
COc1ccccc1CC(=O)Nc1ccc([N+](=O)[O-])cc1OC	?	.
CC(C)=CC/C=C1\CCC(C(=O)O)C(C(=O)O)C1 (stereo unspecified)	-12%	.
CC(=O)c1cccc(N(C(=O)CNC(=O)c2ccco2)C(C(=O)NC2CCCC2)c2ccc(C)o2)c1 (stereo unspecified)	i	-14
CN(CC(=O)Nc1cccc(C#N)c1)Cc1ccc(Cl)cc1	i	.
O=C(COc1ccc(Cl)cc1)Nc1nc(-c2ccncc2)cs1	?	.
COc1cc(OC)c(NC(=O)c2sc3ncn(CC(=O)N4CCOCC4)c(=O)c3c2C)cc1Cl	-2%	10
N#Cc1cc([N+](=O)[O-])ccc1NC(=O)COC(=O)C12CC3CC(CC(C3)C1)C2	?	.
Cc1ccc(C(=O)Nc2cc(C)nn2CCC#N)cc1	?	.
Cc1n[nH]c(C)c1Sc1ccccc1[N+](=O)[O-]	?	.
COC(=O)c1[nH]nc2c1C(=O)N(Cc1ccccc1)C2=O	?	.
COc1ccccc1Oc1ccc(NC(=O)c2ccccc2)cc1	i	0
O=C(Nc1ccc(F)c(S(=O)(=O)N2CCOCC2)c1)C1CCCCC1	5%	-2
COC(=O)c1cccc(S(=O)(=O)N2CCCC2)c1	8%	4
COCCN(Cc1nc(-c2ccc(C(F)(F)F)cc2)no1)C(C)C	5%	7
COc1ccccc1CNC(=O)[C@@H]1CCCN1C(=O)[C@@H]1Cc2ccccc2CN1C(=O)OC(C)(C)C	?	.
Cc1cc(C(=O)COc2ccc([N+](=O)[O-])cc2)c(C)n1C1CC1	?	.
C[C@@H]1NC(=O)[C@H](CCC(=O)O)NC(=O)c2cc([N+](=O)[O-])cc(F)c2NCCC[C@@H](C(N)=O)NC1=O	-2%	14
COCCOc1ccc(C(F)(F)F)cc1NC(=O)c1ccc(C(F)(F)F)cc1	7%	11
Cc1occc1C(=O)Nc1cccc([N+](=O)[O-])c1	?	.
Fc1ccc(-c2nc3n(n2)Cc2ccccc2-3)cc1	?	.
N#Cc1ccccc1S(=O)(=O)N1CCN(c2cnccn2)CC1	i	.
CC(C)c1ccc(/C=C2\C(=O)N(CCN3CCOCC3)C(=S)N2C)cc1	11%	12
CC(C)C(=O)Nc1nc2c(ncn2C2CC(O)C(CO)O2)c(=O)[nH]1 (stereo unspecified)	?	.
O=C(Cc1c[nH]c2ccccc12)N/N=C/c1ccccc1O	-4%	9
Cn1c(=O)oc2cc(S(=O)(=O)N3CCC(N4CCCCC4)CC3)ccc21	10%	-3
CCOC(=O)C1CCCN(c2c(NCCCN(C)c3ccccc3)c(=O)c2=O)C1 (stereo unspecified)	3%	.
COc1ccc(C(=O)N/C(=C\c2cn(S(=O)(=O)N(C)C)c3ccccc23)C(=O)NCCN2CCOCC2)cc1	i	.
COCc1nnc(NC(=O)CSc2ccccc2)s1	7%	-2
O=C(COC(=O)c1cc(Br)ccc1O)NNC(=O)c1cccs1	?	.
Cc1cc(=O)[nH]c(SCC(=O)NNC(=O)Cc2ccccc2)n1	-9%	-1
CN(C)Cc1n[nH]c(=O)c2ccccc12	?	.
CCN(Cc1ccccc1)Cc1ccc(OCc2ccccc2)cc1	?	.
O=C(NCCCc1ccccc1)Nc1ccccc1	16%	-4
Cc1nc2ccccn2c1/C(O)=C1\C(=O)C(=O)N(CCN2CCOCC2)C1c1cccnc1 (stereo unspecified)	-15%	-16
Cc1ccc2nc(SCC(=O)Nc3ccc4c(c3)CCC4)[nH]c2c1	?	.
CC1(C)NC(=O)N(CC(=O)N2CCC(Cc3ccccc3)CC2)C1=O	21%[0.369 µM]	-17
N#Cc1cccc(NC(=O)CN2NS(=O)(=O)c3ccccc3C2=O)c1	?	.
CC(C)[C@H](NC(=O)c1ccco1)C(=O)OCC(=O)Nc1ccc(F)cc1	28%	.
COc1ccc(C/C(C)=N/Nc2nc(C)cc(=O)[nH]2)cc1	4%	3
CC(C)n1c(SCC(=O)N2c3ccccc3Sc3ccccc32)nc2c1c(=O)n(C)c(=O)n2C	12%	12
Cc1nn(-c2ccccc2)c(C)c1NC(=O)COC(=O)c1ccc(O)cc1O	?	.
CC(Oc1cccc(F)c1)C(=O)Nc1ccc(N2CCOCC2)cc1 (stereo unspecified)	?	.
Oc1ccc(Cl)cc1C1=NNC(c2ccc(Cl)cc2)C1 (stereo unspecified)	-4%	-4
Cc1ccc(S(=O)(=O)NC(=NC2CCCCC2)c2ccccc2)cc1	?	.
O=C1NC(=O)/C(=C/c2ccc(-c3cc(C(=O)O)ccc3Cl)o2)S1	?	.
O=C(NCCCN1CCCC1)c1ccc2c(c1)N(Cc1ccc(F)cc1)C(=O)c1ccccc1S2=O (stereo unspecified)	?	.
CCOC(=O)C(C(=O)NCCCN1CCOCC1)C1CCCCC1 (stereo unspecified)	-1%	6
COC(=O)CCCNC(=O)c1ccc(OC2CCN(CCc3ccccc3)CC2)cc1	-2%	10
O=C(N/N=C/c1ccc(OC(=O)c2cccs2)cc1)c1ccccn1	?	.
Cc1ccc(NC(=O)N2CCCCCC2)c(C)c1	?	.
CCOC(=O)N1CCN(Cc2cc(=O)oc3ccc(Cl)cc23)CC1	?	.
CN(C1CCCCC1)S(=O)(=O)c1cccc(C(=O)OCC(=O)NC2CCCc3ccccc32)c1 (stereo unspecified)	0%	2
O=C(Nc1ccc(Cl)cn1)C1C(c2ccccc2)C1(Cl)Cl (stereo unspecified)	7%	-18
COc1cc2c(cc1OC)C(C(=O)Nc1ccc3c(c1)OCCO3)C(c1cccnc1)N(C)C2=O (stereo unspecified)	?	.
CCC(Oc1ccccc1F)C(=O)Nc1ccc2c(c1)n(C)c(=O)n2C (stereo unspecified)	?	.
COc1cc(/C=N/NC(=O)CSc2ccccn2)ccc1OC(C)C	2%	16

# Later entries
molecule	S3 lipid droplet	S3 lipid droplet cell count max
O=C(Nc1ccc(NC(=O)c2ccccc2Cl)nc1)c1ccncc1	1%	-1
O=C(CSc1cccc(C(F)(F)F)c1)NC(=O)NCc1ccco1	?	.
COC(=O)c1cc(S(=O)(=O)NCC2CCN(CCc3ccc(OC)cc3)CC2)c[nH]1	i	-17
O=C(O)c1ccc(CNC(=O)c2ccc(Br)o2)cc1	-6%	5
CC(C)(O)C#Cc1ccc(C(=O)N2CCN(c3ccc([N+](=O)[O-])cc3)CC2)cc1	?	.
c1coc(CNc2nc3ccccc3s2)c1	?	.
CC(C)NC(=S)N1CCCN(c2ncccc2[N+](=O)[O-])CC1	22%	18
CCOc1ccccc1C(=O)Nc1ccsc1C(=O)OC	?	.
CCCc1ccc(C(=O)COC(=O)CN2C(=O)NC3(CCCCC3C)C2=O)cc1 (stereo unspecified)	i	6
C=CCn1c(C)cc(C(=O)CSc2nnc(NC(C)C)s2)c1C	0%	6
COc1ccc2sc(NC(C)=O)nc2c1	i	8
CCOc1ccc2nc(Cl)c(CN(C(=O)c3cnccn3)C3CCCC3)cc2c1	?	.
N#Cc1ccc(OCc2nnc3n2CCCCC3)cc1	?	.
S=C(NCC1(c2ccccc2)CCCC1)Nc1ccccc1	0%	5
Cn1c(N)c(C(=O)c2cc(-c3ccccn3)nc3ccccc23)c(=O)[nH]c1=O	?	.
COc1ccc(C(C)=O)cc1CSc1ccc2c(c1)OCCO2	?	.
O=c1[nH]c(C2CCN(S(=O)(=O)Cc3ccccc3)CC2)nc2c1nnn2Cc1cccc(Cl)c1	?	.
COc1ccccc1OC(C)C(=O)N(Cc1ccco1)C1CCS(=O)(=O)C1 (stereo unspecified)	i	17
COc1ccc(/C=N/N2CCN(C3c4ccccc4-c4ccccc43)CC2)cc1O	?	.
Cc1cc(F)ccc1S(=O)(=O)N1CCCOC1CNC(=O)C(=O)NCc1cccnc1 (stereo unspecified)	?	.

# Overlap with the part before: 5 compounds; new compounds follow.
molecule	S3 lipid droplet	S3 lipid droplet cell count max
COc1ccc(C(C)=O)cc1CSc1ccc2c(c1)OCCO2	?	.
O=c1[nH]c(C2CCN(S(=O)(=O)Cc3ccccc3)CC2)nc2c1nnn2Cc1cccc(Cl)c1	?	.
COc1ccccc1OC(C)C(=O)N(Cc1ccco1)C1CCS(=O)(=O)C1 (stereo unspecified)	i	17
COc1ccc(/C=N/N2CCN(C3c4ccccc4-c4ccccc43)CC2)cc1O	?	.
Cc1cc(F)ccc1S(=O)(=O)N1CCCOC1CNC(=O)C(=O)NCc1cccnc1 (stereo unspecified)	?	.
O=C(CCN1CCOCC1)c1ccccc1	?	.
Cc1cc(=O)[nH]c(SCc2cc(Cl)ccc2OC(F)F)n1	?	.
COc1cc2c(cc1OC)C(C(=O)Nc1cc(OC)c(OC)c(OC)c1)C(c1cccnc1)N(C)C2=O (stereo unspecified)	6%	3
COc1ccc(N(CC(=O)N/N=C/c2ccc(F)cc2)S(=O)(=O)c2ccccc2)cc1	?	.
Cc1cccnc1NC(=O)c1ccc(Br)o1	?	.
CC1CCCCN1S(=O)(=O)c1ccc(S(=O)(=O)N2CCN(c3ccc(F)cc3)CC2)cc1 (stereo unspecified)	?	.
O=C(COC(=O)CCc1ccccc1)NC1CCS(=O)(=O)C1 (stereo unspecified)	?	.
CCCCCOc1ccc(CSCCNC(=S)Nc2ccccc2)cc1	?	.
COCCCN(C(=O)CC1OC(=O)c2ccccc21)c1c(N)n(Cc2ccccc2)c(=O)[nH]c1=O (stereo unspecified)	i	-2
O=C(COC(=O)CCC(=O)c1cccs1)NCc1cccs1	3%	-1
O=c1c2sccc2[nH]c(=S)n1-c1ccccc1	-3%	2
Cc1ccc(C(=O)N2CCN(c3ccc(NC(=O)c4ccc5c(c4)OCCO5)cc3)CC2)cc1	0%	.
COc1cc(NC(C)=O)c2ncccc2c1[N+](=O)[O-]	?	.
CCP(=O)(CC)C(C)(C)CP(=O)(c1ccccc1)c1ccccc1	i	6
Cn1c(=O)[nH]c(=O)c2c1nc(N1CCCCCC1)n2CC(=O)c1ccccc1	?	.
O=C(COC(=O)C1COc2ccccc2O1)NC(=O)NC1CCCCC1 (stereo unspecified)	?	.
CCOC(=O)c1[nH]c2ccc(OC)cc2c1NS(=O)(=O)c1ccc(OC)cc1OC	10%	4
CCOc1ccc(S(=O)(=O)Nc2cc(Sc3ncn[nH]3)c3oc(=O)sc3c2)cc1	?	.
O=C(COC(=O)c1ccccc1NC(=O)c1ccccc1)c1cccc([N+](=O)[O-])c1	?	.
Fc1ccc2c(c1)C(c1ccncc1)=NNC(c1ccc(Cl)cc1)=N2	-19%	6
O=C(CN(CCN1CCOCC1)C(=O)Cn1nnc(-c2ccc(F)cc2)n1)NC1CCCCC1	?	.
Cc1nc2nc(C)c(NS(=O)(=O)c3ccc4c(c3)CCCC4)c(=O)n2[nH]1	i	.
O=S(=O)(c1ccc(F)cc1)N1CN(Cc2ccco2)c2nc3ccccc3nc21	?	.
O=C(COc1ccc(Br)cc1F)N1CCN(c2ncccn2)CC1	-14%	12
COc1ccccc1NC(=S)Nc1cccc2cnccc12	-23%	-18
Cc1ccccc1OCCC(=O)Nc1ccc2c(C)cc(=O)oc2c1	?	.
CCc1cccc(C)c1NC(=O)C1=C(C(=O)O)CCCC1	?	.
O=C(O)c1ccc(Cl)cc1Nc1nc2cc(Cl)ccc2o1	?	.
Cc1c(/C=C/C(=O)c2ccc(Cl)s2)cnn1C	?	.
CCOC(=O)N1CCN(C(=O)CSc2nnc(-c3cccs3)o2)CC1	?	.
COc1ccccc1CC(=O)Nc1ccc(S(=O)(=O)N2CCOCC2)cc1	?	.
CCOC(=O)/C(C(=O)Nc1ccccc1Cl)=C1/NC(C)(C)Cc2ccccc21	?	.
O=C(CSc1nccn(-c2ccc(Br)cc2)c1=O)Nc1ccccc1F	27%	.
O=C1CCc2cc(S(=O)(=O)Nc3ccccc3)ccc2N1	?	.
S=C(NCCC(c1ccccc1)c1ccccc1)Nc1cccc(Cl)c1	13%	-19
CCC1C(=O)CC(c2ccccc2)NC1c1ccccc1 (stereo unspecified)	3%	-7
COc1ccc(C(=O)NCCS(=O)(=O)NCc2cccnc2)cc1	4%	12
CCOC(=O)C1CCN(C(=O)C(C)Oc2ccc(C(=O)c3ccccc3)cc2)CC1 (stereo unspecified)	7%	-2
CC1(/[N+]([O-])=C/c2ccccc2F)CCCCC1=O (stereo unspecified)	?	.
CC1CCC/C(=N\NC(=S)NCc2ccccc2)C1 (stereo unspecified)	?	.
COc1ccc(NC(=O)COC(=O)/C=C/c2cnc3ccccc3n2)cc1	?	.

# Sorted by the number under S3 lipid droplet cell count max (highest first): 3 from the list above.
canonical_smiles	S3 lipid droplet cell count max
COC(=O)CCCNC(=O)c1ccc(OC2CCN(CCc3ccccc3)CC2)cc1	10
O=C(O)c1ccc(CNC(=O)c2ccc(Br)o2)cc1	5
Cc1nc2ccccn2c1/C(O)=C1\C(=O)C(=O)N(CCN2CCOCC2)C1c1cccnc1 (stereo unspecified)	-16
